High-throughput results (PubChem BioAssay)
RBBP9 inhibitor = blocks human serine hydrolase RBBP9 | O75884 | recombinant RBBP9, FP-Rh probe fluorescence polarization | inhibition, % at 7.94 µM | hit rate 0.2% among 220,000;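 active = inhibition above the campaign mean of all tested compounds plus 3 SD, cut at about 14% in these data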;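 also: plate controls were DMSO wells with RBBP9 for no effect and wells lacking RBBP9 protein for full effect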
Target sequence (O75884 whole entry, looked up): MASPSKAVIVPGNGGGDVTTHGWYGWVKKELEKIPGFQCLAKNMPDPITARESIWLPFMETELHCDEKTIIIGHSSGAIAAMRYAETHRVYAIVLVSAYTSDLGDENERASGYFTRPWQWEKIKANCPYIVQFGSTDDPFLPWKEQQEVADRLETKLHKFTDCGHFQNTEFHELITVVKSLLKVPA
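Assay system: recombinant human RBBP9; Reagent: Serine-hydrolase probe FP-Rh, 375 nM pre-mixing; Doses: 7.94 µM single dose, 0.794% DMSO; Incubation: 30 min then 45 min, 25 °C; Detection: fluorescence polarization (mP), excitation 525 nm, emission 598 nm; Evaluation: percent inhibition from mP, scaled between DMSO and no-protein wells.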
TNF death inh = TNF-alpha cell death inhibition in Jurkat FADD-/- cells | Jurkat FADD-/- TNF necroptosis rescue, ATP luminescence, 24 h; 0 = TNF only, 100 = no-TNF cells | activation (protection from cell death), % at 10 µM | hit rate 0.068% among 220,000 | AID 463075;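 active = activation, meaning protection from cell death, of at least 50% relative to plate controls; inactive = activation below 50%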;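 also: necroptosis triggered by 40 ng/mL TNF-alpha added together with compound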
Wee1 degr inh = inhibitors of human Wee1 degradation; P30291; HeLa Luc-Wee1K328M stability, luciferase luminescence; 100% = proteasome inhibitor MG132 effect; reporter increase, % at 5 µM; hit rate 1.2% among 220,000;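 active = activation above the mean of all tested compounds plus 3 SD, set per screening run, cut at about 8.8% in these data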;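 also: cells exposed to compound for 20 h before luminescence read; 0% = DMSO alone and 100% = MG132 at 30 µM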
TRPML3 ag = human mucolipin-3 channel agonism | activation, % at 3 µM | AID 1448 | Q8TDD5 | hit rate 0.29% among 220,000 | HEK293 TRPML3-YFP, Fluo-8 calcium fluorescence; 100% = the carbachol control signal;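 active = activation above its plate's cutoff, the mean activation of the plate's test wells plus 3 SD, cut at about 12% in these data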;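 also: 0% = DMSO only wells and 100% = carbachol wells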
Target sequence (Q8TDD5 whole entry, looked up): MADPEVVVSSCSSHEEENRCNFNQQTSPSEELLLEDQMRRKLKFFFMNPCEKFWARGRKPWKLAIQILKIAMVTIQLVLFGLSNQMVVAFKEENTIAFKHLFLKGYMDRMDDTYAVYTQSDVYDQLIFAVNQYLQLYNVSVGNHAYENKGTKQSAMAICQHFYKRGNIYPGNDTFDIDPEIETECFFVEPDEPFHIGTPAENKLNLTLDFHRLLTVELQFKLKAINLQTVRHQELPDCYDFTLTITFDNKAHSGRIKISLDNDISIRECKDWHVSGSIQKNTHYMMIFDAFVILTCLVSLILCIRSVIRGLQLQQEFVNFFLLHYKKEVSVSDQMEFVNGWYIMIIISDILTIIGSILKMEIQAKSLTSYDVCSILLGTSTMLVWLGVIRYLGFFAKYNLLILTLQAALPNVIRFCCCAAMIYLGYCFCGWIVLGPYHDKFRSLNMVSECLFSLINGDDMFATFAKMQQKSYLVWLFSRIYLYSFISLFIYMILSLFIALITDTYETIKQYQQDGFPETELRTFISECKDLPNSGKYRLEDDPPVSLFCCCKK
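system = HEK293 cells stably carrying human TRPML3-YFP | doses = one concentration, 3 µM nominal, 0.3% DMSO | timing = dye loading 1 h 37 °C then 30 min ambient, 125 s read | detection = Fluo-8 calcium dye fluorescence, ex 470-495, em 515-575 nm | benchmarks = high control carbachol 87 µM, low control DMSO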
PPC-1+TRAIL kill = compounds killing PPC-1 cancer cells with TRAIL present (potentiator screen, no TRAIL-free arm); PPC-1 cells + TRAIL, ATPLite viability luminescence; cell killing (% activity), % at 4 µM; hit rate 0.41% among 220,000; AID 1443;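 active = cell killing above 50% in the first pass at 4 µM, then a duplicate retest at 5 µM averaging 50% or more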;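 also: plate controls were cells with TRAIL plus DMSO for no effect and medium-only wells lacking cells for full effect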
Ba/F3 V617F tox = lowers viability of Ba/F3 cells expressing EpoR and JAK2V617F. ATP luminescence. inhibition, % at 5.6 µM. hit rate 1.1% among 220,000. AID 1446;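 active = inhibition above the campaign mean plus 3 SD over all tested compounds, cut at about 24% in these data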;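 also: cytokine-independent growth of Ba/F3 cells driven by EpoR plus mutant JAK2; 0% = DMSO-treated cells and 100% = JAK inhibitor I control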
BaF3 parental = parental Ba/F3 viability inhibition as JAK2V617F counter-screen; AID 1486; inhibition, % at 5.6 µM; CellTiter-Glo ATP luminescence; hit rate 1.1% among 220,000;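 active = inhibition above a per-campaign cutoff, the mean inhibition of all tested compounds plus 3 SD, cut at about 27% in these data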;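 also: 0% = DMSO wells and 100% = JAK Inhibitor I control wells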
CHOP inhibitor = CHOP inhibition in unfolded protein response | CHO-K1 CHOP-promoter luciferase, tunicamycin-induced, 15-18 h | inhibition, % at 10 µM | hit rate 3.8% among 220,000 | AID 2732;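 active = compounds that reduced the stress-induced luciferase reporter signal by more than about 70% of percent inhibition, limit read from the data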;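 also: 0% = tunicamycin plus vehicle and 100% = wells without tunicamycin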
zfTRPN1 agonist = activates the zebrafish TRPN1 channel | HEK293 zebrafish TRPN1-YFP, Fluo-8 calcium fluorescence; 100% = response to 87 µM carbachol | activation, % at 3 µM | hit rate 0.18% among 220,000;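 active = activation above its plate's cutoff, the mean activation of test wells on that plate plus 3 SD, cut at about 19% in these data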;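 also: 0% = DMSO alone and 100% = 87 µM carbachol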
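System: zebrafish TRPN1-YFP in HEK293 cells / Dosing: 3 µM single point / Timing: dye loading 1 h at 37 °C, then 30 min room temperature / Signal: Fluo-8 calcium fluorescence, excitation 470-495 nm, emission 515-575 nm / Read-out basis: percent activation from peak over basal fluorescence ratio, control-normalized / Control set: high carbachol 87 µM, low DMSO alone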
* = called active by the depositor.

Screening O=C1CCN2C=Nc3cccc4ccc1c2c34 returned RBBP9 inhibitor -5, TNF death inh -2.9, Wee1 degr inh 1, TRPML3 ag 7.7, PPC-1+TRAIL kill -4, Ba/F3 V617F tox 5, BaF3 parental 2, CHOP inhibitor 24 and zfTRPN1 agonist 7.1.
`COc1cc(/C=C/C(=O)Nc2ccc(C)cc2)cc(OC)c1OC` gave RBBP9 inhibitor -7, TNF death inh 0.0, Wee1 degr inh 1, TRPML3 ag -0.3, PPC-1+TRAIL kill 19, Ba/F3 V617F tox 0, BaF3 parental 5, CHOP inhibitor -21 and zfTRPN1 agonist 2.2.
`CCC(=O)NC(=S)Nc1cccc(NC(=O)c2ccccc2C)c1` gave RBBP9 inhibitor -3, TNF death inh 0.1, Wee1 degr inh 3, TRPML3 ag 0.3, PPC-1+TRAIL kill 15, Ba/F3 V617F tox 5, BaF3 parental 2, CHOP inhibitor 10 and zfTRPN1 agonist 1.4.
`O=c1[nH]nnc2sc3c(c12)CCCC3` gave RBBP9 inhibitor -2, TNF death inh -0.4, Wee1 degr inh 2, TRPML3 ag 0.6, PPC-1+TRAIL kill 10, Ba/F3 V617F tox 3, BaF3 parental 1, CHOP inhibitor 19 and zfTRPN1 agonist 0.1.
For CC1CCC(C(=O)NC(C(=O)NCCCN2CCOCC2)C(C)C)CC1 (stereo not given) the results were RBBP9 inhibitor 4, TNF death inh -0.2, Wee1 degr inh -2, TRPML3 ag -1.2, PPC-1+TRAIL kill 4, Ba/F3 V617F tox -2, BaF3 parental 3, CHOP inhibitor 30 and zfTRPN1 agonist 0.0.
Screening COc1ccc(/C=N\Nc2ccc([N+](=O)[O-])cc2)c(C(=O)O)c1OC returned RBBP9 inhibitor 6, TNF death inh -0.8, Wee1 degr inh 2, TRPML3 ag 1.2, PPC-1+TRAIL kill -8, Ba/F3 V617F tox -1, BaF3 parental -4, CHOP inhibitor 1 and zfTRPN1 agonist 1.7.
For CC1CCN(Cc2c(C#N)c3ccccc3n2C)CC1 the results were RBBP9 inhibitor 1, TNF death inh 2.8, Wee1 degr inh -1, TRPML3 ag 0.0, PPC-1+TRAIL kill 8, Ba/F3 V617F tox -2, BaF3 parental 4, CHOP inhibitor 69 and zfTRPN1 agonist 2.2.
CCOC(=O)c1cc(NC(=O)Nc2ccccc2OC)c(C)nc1C was read as RBBP9 inhibitor 2, TNF death inh 0.7, Wee1 degr inh 3, TRPML3 ag 0.2, PPC-1+TRAIL kill 8, Ba/F3 V617F tox 8, BaF3 parental 8, CHOP inhibitor 11 and zfTRPN1 agonist 0.9.
CCC(C)N1C(=O)c2ccccc2C1C(=O)NC1CCCCCC1 (stereo not given) was read as RBBP9 inhibitor 3, TNF death inh 0.7, Wee1 degr inh 2, TRPML3 ag -0.1, PPC-1+TRAIL kill -22, Ba/F3 V617F tox 1, BaF3 parental 1, CHOP inhibitor 13 and zfTRPN1 agonist 0.7.
Screening Cc1cc(=O)[nH]c(N/N=C/CCc2ccccc2)n1 returned RBBP9 inhibitor 2, TNF death inh 0.4, Wee1 degr inh -1, TRPML3 ag 0.5, PPC-1+TRAIL kill -18, Ba/F3 V617F tox 0, BaF3 parental 12, CHOP inhibitor 7 and zfTRPN1 agonist 1.6.
For CCOC(=O)CC1C(=O)NCCN1c1nc2c(C)cccn2c(=O)c1/C=C1\SC(=S)N(CC(C)C)C1=O (stereo not given) the results were RBBP9 inhibitor -4, TNF death inh -15, Wee1 degr inh 1, TRPML3 ag 12*, PPC-1+TRAIL kill 13, Ba/F3 V617F tox 1, BaF3 parental -2, CHOP inhibitor -1 and zfTRPN1 agonist 36*.
For C=CCN1C(=O)CN=C1Nc1cc(C)ccc1C the results were RBBP9 inhibitor -8, TNF death inh 0.0, Wee1 degr inh 0, TRPML3 ag 0.3, PPC-1+TRAIL kill 9, Ba/F3 V617F tox 0, BaF3 parental 3, CHOP inhibitor 25 and zfTRPN1 agonist -0.7.

Fetched by compound from above:
For C=CCN1C(=O)CN=C1Nc1cc(C)ccc1C the results were RBBP9 inhibitor -8, TNF death inh 0.0, Wee1 degr inh 0, TRPML3 ag 0.3, PPC-1+TRAIL kill 9, Ba/F3 V617F tox 0, BaF3 parental 3, CHOP inhibitor 25 and zfTRPN1 agonist -0.7.
Screening O=C1CCN2C=Nc3cccc4ccc1c2c34 returned RBBP9 inhibitor -5, TNF death inh -2.9, Wee1 degr inh 1, TRPML3 ag 7.7, PPC-1+TRAIL kill -4, Ba/F3 V617F tox 5, BaF3 parental 2, CHOP inhibitor 24 and zfTRPN1 agonist 7.1.

Following part.
Screening Cc1ccc(N2CCN(C(=O)N3CCOCC3)CC2)cc1C returned RBBP9 inhibitor -9, TNF death inh -0.5, Wee1 degr inh 12*, TRPML3 ag 0.6, Ba/F3 V617F tox 5, BaF3 parental 6, CHOP inhibitor 6 and zfTRPN1 agonist 1.3.
Screening Cc1ccc2c(c1)c1ncnc(N3CCOCC3)c1n2C returned RBBP9 inhibitor -7, TNF death inh -6.6, Wee1 degr inh -1, TRPML3 ag 0.7, PPC-1+TRAIL kill 8, Ba/F3 V617F tox -1, BaF3 parental 6 and zfTRPN1 agonist -1.1.
`O=C(O)C1=C[C@H](c2csc3ccccc23)C[C@H](OCCCCO)O1` gave RBBP9 inhibitor 1, TNF death inh 0.8, Wee1 degr inh -1, TRPML3 ag 0.1, PPC-1+TRAIL kill 20, Ba/F3 V617F tox -4, BaF3 parental 5, CHOP inhibitor 15 and zfTRPN1 agonist -1.0.
Cc1cnc(C(=O)NC(C)CCc2ccccc2)cn1 (stereo not given) was read as RBBP9 inhibitor 0, TNF death inh -0.1, Wee1 degr inh -1, TRPML3 ag 0.5, PPC-1+TRAIL kill 19, Ba/F3 V617F tox 3, BaF3 parental 8, CHOP inhibitor 3 and zfTRPN1 agonist 1.0.
Cc1cc2oc(C(=O)N(Cc3ccccc3)c3ccccn3)cc(=O)c2cc1Cl was read as RBBP9 inhibitor -4, TNF death inh 2.1, Wee1 degr inh 8, TRPML3 ag 0.4, PPC-1+TRAIL kill 23, Ba/F3 V617F tox -1, BaF3 parental -8, CHOP inhibitor 14 and zfTRPN1 agonist 0.5.
Screening CC1CCCC(C)N1C(=O)COc1ccc([N+](=O)[O-])cc1Cl (stereo not given) returned RBBP9 inhibitor -1, TNF death inh 5.3, Wee1 degr inh 4, TRPML3 ag 0.7, PPC-1+TRAIL kill -6, Ba/F3 V617F tox 1, BaF3 parental 7, CHOP inhibitor 0 and zfTRPN1 agonist 2.1.
Screening COc1ccc(-c2nc(CSCC(=O)N3CCc4ccccc4C3)c(C)o2)cc1OC returned RBBP9 inhibitor -6, TNF death inh -2.0, Wee1 degr inh 3, TRPML3 ag -0.3, PPC-1+TRAIL kill -4, Ba/F3 V617F tox 1, BaF3 parental 2, CHOP inhibitor 44 and zfTRPN1 agonist -0.7.
Screening O=C(COC(=O)c1cccs1)c1ccc2c(c1)OCCO2 returned RBBP9 inhibitor 0, TNF death inh 0.5, Wee1 degr inh 1, TRPML3 ag 0.5, PPC-1+TRAIL kill 42, Ba/F3 V617F tox 0, BaF3 parental 9, CHOP inhibitor 68 and zfTRPN1 agonist 0.9.
`O=C(CN1CCN(CCN2C(=O)c3cccc4cccc(c34)C2=O)CC1)c1ccc(F)cc1` gave RBBP9 inhibitor -7, TNF death inh -8.6, Wee1 degr inh -2, TRPML3 ag 1.3, PPC-1+TRAIL kill -10, Ba/F3 V617F tox 3, BaF3 parental 11, CHOP inhibitor 34 and zfTRPN1 agonist 1.3.
COc1ccccc1NC(=O)CSc1nnc(C)n1CCc1ccccc1 was read as RBBP9 inhibitor -10, TNF death inh -2.0, Wee1 degr inh -3, TRPML3 ag -1.0, PPC-1+TRAIL kill 9, Ba/F3 V617F tox -1, BaF3 parental -1, CHOP inhibitor 12 and zfTRPN1 agonist 0.0.
C=CCNC(=O)c1ccc(-c2cccc([N+](=O)[O-])c2)o1 was read as RBBP9 inhibitor -13, TNF death inh 0.4, Wee1 degr inh 3, TRPML3 ag 0.2, PPC-1+TRAIL kill 4, Ba/F3 V617F tox 0, BaF3 parental 8, CHOP inhibitor -2 and zfTRPN1 agonist -0.9.
For CCN(CC)C(=O)/C(=C\c1cccc([N+](=O)[O-])c1)NC(=O)c1ccco1 the results were RBBP9 inhibitor -5, TNF death inh 1.1, Wee1 degr inh -3, TRPML3 ag 0.4, PPC-1+TRAIL kill 19, Ba/F3 V617F tox -3, BaF3 parental 1, CHOP inhibitor 6 and zfTRPN1 agonist 0.1.
CCC(=O)NC(=S)Nc1ccccc1C(=O)OC was read as RBBP9 inhibitor -6, TNF death inh 1.0, Wee1 degr inh 1, TRPML3 ag 0.7, PPC-1+TRAIL kill -21, Ba/F3 V617F tox 1, BaF3 parental 7, CHOP inhibitor 19 and zfTRPN1 agonist 1.0.
Cc1ccc(-c2nc3c(=O)n(C)c4ccccc4c3o2)cc1 was read as RBBP9 inhibitor -9, TNF death inh -4.4, Wee1 degr inh -2, TRPML3 ag 0.1, PPC-1+TRAIL kill 15, Ba/F3 V617F tox -1, BaF3 parental 2, CHOP inhibitor 49 and zfTRPN1 agonist -1.3.
CN1CCN(S(=O)(=O)c2ccc(SCCOc3ccccc3)nc2)CC1 was read as RBBP9 inhibitor -17, TNF death inh 1.9, Wee1 degr inh 3, TRPML3 ag 1.3, PPC-1+TRAIL kill 14, Ba/F3 V617F tox 6, BaF3 parental 7, CHOP inhibitor 35 and zfTRPN1 agonist 1.8.
`S=C(Cc1ccc(Cl)cc1)N1CCOCC1` gave RBBP9 inhibitor -3, TNF death inh -0.7, Wee1 degr inh 3, TRPML3 ag 0.6, PPC-1+TRAIL kill 15, Ba/F3 V617F tox 2, BaF3 parental 8, CHOP inhibitor 12 and zfTRPN1 agonist -1.4.
O=C(CCN1C(=O)COc2ccccc21)NCCC1=CCCCC1 was read as RBBP9 inhibitor 0, TNF death inh 2.0, Wee1 degr inh -1, TRPML3 ag 0.3, PPC-1+TRAIL kill 10, Ba/F3 V617F tox 1, BaF3 parental 7, CHOP inhibitor 18 and zfTRPN1 agonist -0.1.
CN1/C(=C/C(=S)NC(=O)C2(C)CC2(Cl)Cl)C(C)(C)c2ccccc21 (stereo not given) was read as RBBP9 inhibitor -10, TNF death inh -1.9, Wee1 degr inh -2, TRPML3 ag 1.7, PPC-1+TRAIL kill 23, Ba/F3 V617F tox 20, BaF3 parental 58*, CHOP inhibitor 14 and zfTRPN1 agonist -1.1.
For C=CCN1C(=O)C(O)=C(C(C)=O)C1c1ccccc1F (stereo not given) the results were RBBP9 inhibitor 1, TNF death inh 0.8, Wee1 degr inh 0, TRPML3 ag 0.2, PPC-1+TRAIL kill -8, Ba/F3 V617F tox 6, BaF3 parental 6, CHOP inhibitor -9 and zfTRPN1 agonist 2.6.
